CHRM4 agonist: agonists of human muscarinic M4 receptor (CHRM4); activation, % at 3 µM; AID 624127; 360,000 compounds, 0.14% hits; CHO-K1 hM4/Gqi5, Fluo-8 calcium fluorescence; vehicle 0%, full acetylcholine response 100%; P08173;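 active = activation above the run mean over all test wells plus 3 SD, cut at about 32% in these data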;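 note: peak over basal fluorescence ratio per well then scaled between controls; 0% = DMSO wells and 100% = acetylcholine at EC100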
Target sequence (P08173 whole entry, looked up): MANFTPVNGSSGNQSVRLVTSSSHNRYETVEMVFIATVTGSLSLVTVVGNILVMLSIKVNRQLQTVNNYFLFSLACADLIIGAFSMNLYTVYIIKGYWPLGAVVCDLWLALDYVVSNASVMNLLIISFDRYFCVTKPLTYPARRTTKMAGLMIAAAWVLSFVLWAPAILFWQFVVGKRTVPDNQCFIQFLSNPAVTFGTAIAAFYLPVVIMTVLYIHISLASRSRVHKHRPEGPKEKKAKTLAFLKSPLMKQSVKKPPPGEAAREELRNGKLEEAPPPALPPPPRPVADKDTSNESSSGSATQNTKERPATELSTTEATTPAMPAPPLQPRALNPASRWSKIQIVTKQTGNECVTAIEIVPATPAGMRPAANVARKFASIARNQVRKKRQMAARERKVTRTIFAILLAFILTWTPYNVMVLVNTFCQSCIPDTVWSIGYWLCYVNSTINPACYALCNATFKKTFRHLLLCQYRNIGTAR
CHRM4 antagonist: antagonists of human muscarinic M4 receptor (CHRM4) | 360,000 compounds, 0.73% hits | CHO-hM4 cells, ACh EC80, Fluo-8 calcium fluorescence | P08173 | inhibition, % at 3 µM;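 active = inhibition above its plate's cutoff, the mean inhibition of sample wells plus 3 SD, cut at about 27% in these data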;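 note: 0% = acetylcholine EC80 with DMSO and 100% = DMSO without agonist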
OXTR potentiator: potentiators of human oxytocin receptor | P30559 | CHO-OTR cells, Fluo-8 calcium fluorescence, potentiator mode; 0% = oxytocin EC15, 100% = EC100 | activation, % at 3 µM | 320,000 compounds, 0.061% hits | AID 2445;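 active = activation above that plate's cutoff, the mean activation of tested compounds plus 3 SD, cut at about 6.6% in these data, passing the limit was not always enough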;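 note: 100% uses oxytocin at 75 nM as the full agonist control; some results filed as inactive read as strong as hits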
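Measured by – Fluo-8 calcium dye fluorescence · Test system – human OTR in CHO cells · Dosing – one concentration, 3.0 µM compound · Controls – EC15 oxytocin alone as 0%, 75 nM oxytocin as 100% · Evaluation – normalized max/min fluorescence ratio, % activation · Timing – 6 min pre-incubation, 100 s read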
CHO-K1 Ca antag: counter-screen for M1 antagonists: effect in parental CHO-K1 cells; ATP-induced calcium, Fluo-8 fluorescence; AID 602250; inhibition, % at 3 µM; 360,000 compounds, 0.6% hits;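 active = inhibition above a per-plate cutoff, the plate's mean sample inhibition plus 3 SD, cut at about 24% in these data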;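 note: 0% = DMSO plus EC80 ATP and 100% = DMSO alone without ATP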
M1 PAM: human CHRM1 positive allosteric modulation; CHO-K1 hM1, Fluo-8 calcium fluorescence, ACh EC20; 0% = ACh EC20, 100% = maximal ACh; activation, % at 3 µM; 360,000 compounds, 0.088% hits; AID 588819; in the data active = activation above about 19%, passing the limit was not always enough
Target sequence (P11229 whole entry, looked up): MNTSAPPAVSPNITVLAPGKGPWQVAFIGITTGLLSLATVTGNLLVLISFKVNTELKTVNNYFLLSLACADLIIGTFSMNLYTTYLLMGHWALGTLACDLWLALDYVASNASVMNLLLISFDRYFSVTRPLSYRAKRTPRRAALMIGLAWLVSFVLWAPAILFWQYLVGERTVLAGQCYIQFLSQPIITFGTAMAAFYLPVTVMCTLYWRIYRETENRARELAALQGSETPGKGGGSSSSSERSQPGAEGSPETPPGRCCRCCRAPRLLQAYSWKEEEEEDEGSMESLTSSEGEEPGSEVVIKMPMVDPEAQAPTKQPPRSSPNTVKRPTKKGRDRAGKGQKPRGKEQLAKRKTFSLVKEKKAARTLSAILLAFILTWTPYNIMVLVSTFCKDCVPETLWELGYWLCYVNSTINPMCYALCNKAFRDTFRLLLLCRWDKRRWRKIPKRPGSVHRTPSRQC
CHRM1 agonist: activates human CHRM1 receptor; P11229; CHO-K1 hM1, Fluo-8 calcium fluorescence, agonist mode; 0% DMSO, 100% acetylcholine EC100; activation, % at 3 µM; 360,000 compounds, 0.33% hits;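 active = activation above the run's mean compound activation plus 3 SD, cut at about 16% in these data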;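 note: peak over basal fluorescence ratio within a 140 s kinetic read after compound addition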
CHO-K1 Ca ag: counter-screen for M1 agonists: effect in parental CHO-K1 cells. Fluo-8 calcium fluorescence; scaled to maximal ATP response, vehicle zero. activation, % at 3 µM. 360,000 compounds, 0.48% hits. AID 602248; in the data active = activation above about 15%;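 note: untransfected CHO-K1 host cells lacking M1 receptor as counterscreen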
CHO parental Ca: signal in parental CHO cells, OX1R antagonist counter-screen | parental CHO-K1, ATP-induced calcium, Fluo-8 fluorescence | inhibition, % at 5.6 µM | 330,000 compounds, 0.63% hits | AID 463079;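 active = inhibition above that plate's mean sample inhibition plus 3 SD, cut at about 26% in these data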;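 note: 0% = ATP-challenged DMSO wells and 100% = DMSO wells without ATP; some compounds past the cut are filed as inactive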
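Assay system: parental CHO cells; Read-out basis: percent inhibition of ATP-evoked calcium rise, normalized to controls; Benchmarks: ATP and no-ATP DMSO wells; Compound dosing: single nominal dose of 5.6 µM per compound; Signal: Fluo-8 calcium dye fluorescence; Also added: ATP as calcium-mobilizing challenge; Repeats: singlicate.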
M1 antag: blocks human M1 muscarinic receptor. AID 588852. 360,000 compounds, 1.3% hits. inhibition, % at 3 µM. CHO-K1 hM1, Fluo-8 calcium fluorescence, ACh EC80 antagonist. P11229;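 active = percent inhibition above its own plate's cutoff, namely the mean of that plate's compound wells plus 3 SD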;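 note: peak over basal fluorescence ratio during 140 s after agonist addition; 0% = ACh EC80 plus DMSO and 100% = DMSO alone without agonist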
* hit, by the source's call; . = no result given.

1) O=C(Nc1ccc2nc(N3CCOCC3)sc2c1)c1ccccc1
2) C1CCCN(c2nc3nonc3nc2N2CCCCCC2)CC1
3) Cc1ccccc1NC(=O)CN1CCCC1
4) O=C(COC(=O)c1nc(Cl)c(Cl)c(Cl)c1Cl)c1ccc[nH]1
5) O=C(Cn1c(O)c(/C=C2\C=Nc3ccccc32)sc1=O)Nc1ccc2c(c1)OCO2
6) CCN(Cc1cc2ccccc2[nH]c1=O)C(=O)C(C)C
7) Nc1ccc2c(c1)C(=O)N(c1cccc3ccccc13)C2=O
8) COc1ccc(CCNC(=O)c2c(-c3ccccc3Cl)noc2C)cc1
9) COC(=O)[C@]1(CC(C)C)N[C@H](c2ccc(-c3ccc4c(c3)OCO4)cc2)[C@@H]2C(=O)N(C)C(=O)[C@@H]21
10) Cc1ccc(C(=O)COC(=O)CNC(=O)c2cccs2)cc1

assay / compound	1	2	3	4	5	6	7	8	9	10
CHRM4 agonist	3	1	1	0	0	1	2	2	2	0
CHRM4 antagonist	-9	-5	-8	-7	-2	-10	-1	-4	-16	8
OXTR potentiator	-3	0	.	0	-8	-5	0	-4	-3	-3
CHO-K1 Ca antag	-17	-4	-8	0	-17	-5	-34	-26	-10	7
M1 PAM	-2	6	4	3	4	2	2	4	4	3
CHRM1 agonist	-3	-11	-5	-6	-3	-2	-3	-4	-3	-2
CHO-K1 Ca ag	2.0	-0.1	0.6	-0.7	0.1	0.3	6.6	0.9	0.7	2.0
CHO parental Ca	-23	1	.	-1	6	0	-7	-15	-11	-6
M1 antag	3	-11	-9	-3	-2	-3	-6	-27	2	4

The list goes on; it opens with the two that closed the last part.
9) COC(=O)[C@]1(CC(C)C)N[C@H](c2ccc(-c3ccc4c(c3)OCO4)cc2)[C@@H]2C(=O)N(C)C(=O)[C@@H]21
10) Cc1ccc(C(=O)COC(=O)CNC(=O)c2cccs2)cc1
11) O=C(NCc1ccncc1)c1cccc(S(=O)(=O)N2CCc3ccccc32)c1
12) Cc1ccc(S(=O)(=O)Nc2ccc3ncccc3c2[N+](=O)[O-])cc1
13) CCN(CC)C(=O)c1cnn(-c2ccccc2)c1NC(=O)c1cccc(F)c1
14) O=c1c2cccnc2[nH]c(=S)n1Cc1ccccc1
15) CCc1nc2c(OCc3ccccc3C)cccn2c1N(C)C(=O)C(C)C
16) O=C(NC1CC1)c1cccc2c1C(=O)c1ccc(N3CCC(N4CCCCC4)CC3)cc1S2(=O)=O
17) COc1ccc(CN2CC[C@H]3C=CCc4cccc(c43)C2)cc1
18) COc1ccc(C(CNC(=O)c2cccc(NS(=O)(=O)c3ccccc3)c2)N2CCCC2)cc1 (stereo unspecified)
19) O=C(CSc1nc(=O)n2ccccc2n1)NCCc1ccccc1
20) CCOc1ccc(S(=O)(=O)NCC(=O)OCc2nnc(-c3ccccc3)o2)cc1

assay / compound	9	10	11	12	13	14	15	16	17	18	19	20
CHRM4 agonist	2	0	12	1	2	0	0	3	5	1	3	2
CHRM4 antagonist	-16	8	10	-5	-7	1	-9	-5	13	-13	-3	10
OXTR potentiator	-3	-3	-12	.	-7	-6	.	.	-2	.	-13	-3
CHO-K1 Ca antag	-10	7	-7	-13	-17	-1	-1	-10	6	0	-8	-2
M1 PAM	4	3	-2	3	6	5	14	-11	-26	-4	16	-8
CHRM1 agonist	-3	-2	-2	-4	-4	-4	-8	-7	-12	-8	0	-4
CHO-K1 Ca ag	0.7	2.0	10	-0.2	4.1	0.7	-0.2	6.1	0.4	-0.2	3.7	0.2
CHO parental Ca	-11	-6	-8	.	-17	-3	.	.	-22	.	0	-18
M1 antag	2	4	4	-8	-5	-9	-15	12	22	1	-15	20

21) O=C(CSc1ncccn1)NC(=O)NCc1ccccc1
22) CC(C)(C)OC(=O)NCCCC[C@H](NC(=O)c1nc[nH]c1C(=O)NC1CCN(C(=O)OC(C)(C)C)CC1)C(=O)OC(C)(C)C
23) CC(C)C[C@@H](CN)NC(=O)c1nc[nH]c1C(=O)N[C@@H](Cc1ccccc1)C(=O)CNC[C@H](C)NC(=O)c1nc[nH]c1C(=O)N[C@@H](CC(=O)O)C(=O)O
24) CC1(C(=O)NS(=O)(=O)c2ccc(F)cc2F)CCN1C(=O)c1ccc(C2CCCCC2)cc1 (stereo unspecified)
25) O=S(=O)(c1ccccc1)N(CC(O)CN1CCOCC1)c1ccccc1 (stereo unspecified)
26) COC(=O)c1cc(C(=O)NCCC(C)C)cc([N+](=O)[O-])c1
27) COc1cc(/C=C2\C(=N)N3N=CSC3=NC2=O)ccc1OS(=O)(=O)c1ccccc1
28) CCN(CC)C1CCN(Cc2c(C(=O)N3CCCCCCC3)nc3ccc(Cl)cn23)C1 (stereo unspecified)
29) O=C(/C=C/c1cccc([N+](=O)[O-])c1)Nc1cccc(NC(=O)c2cccs2)c1
30) Cc1noc(C)c1C(=O)N1CC(C)OC(C)C1 (stereo unspecified)

assay / compound	21	22	23	24	25	26	27	28	29	30
CHRM4 agonist	1	9	0	1	0	2	4	2	9	1
CHRM4 antagonist	-8	12	-3	-5	6	3	-12	-1	1	-1
OXTR potentiator	-14	0	.	.	-14	-12	.	-6	-11	-13
CHO-K1 Ca antag	-10	-19	0	-6	-4	-9	-4	1	13	2
M1 PAM	9	-6	2	4	8	7	4	-12	-18	-1
CHRM1 agonist	-4	-6	-2	-1	-6	-7	-3	-6	-4	1
CHO-K1 Ca ag	0.7	-0.8	-0.1	0.1	0.4	0.6	1.1	0.3	4.2	-0.4
CHO parental Ca	11	-28	.	.	6	-6	.	-26	-13	-1
M1 antag	-8	13	-3	-5	-9	-1	-6	32*	20	-21

2 neighbouring entries from above, for reference:
29) O=C(/C=C/c1cccc([N+](=O)[O-])c1)Nc1cccc(NC(=O)c2cccs2)c1
30) Cc1noc(C)c1C(=O)N1CC(C)OC(C)C1 (stereo unspecified)

assay / compound	29	30
CHRM4 agonist	9	1
CHRM4 antagonist	1	-1
OXTR potentiator	-11	-13
CHO-K1 Ca antag	13	2
M1 PAM	-18	-1
CHRM1 agonist	-4	1
CHO-K1 Ca ag	4.2	-0.4
CHO parental Ca	-13	-1
M1 antag	20	-21

Further results follow.
31) CCc1c(C#N)c(SCc2c(C)noc2C)nc2c1C(=O)CC(C)(C)C2
32) O=C(Cc1cccs1)N1CCN=C1SCc1ccc(Br)cc1
33) CC(C)NC(=S)N/N=C/c1cccs1
34) CC(C)(C)C(=O)CC(=O)Nc1ccc(Cl)c(N)c1
35) O=C(NCCc1c[nH]c2ccccc12)c1cccc(S(=O)(=O)Nc2ccccc2Cl)c1
36) CC1CCN(C(=O)Cn2cnc3c2c(=O)n(C)c(=O)n3C)c2ccccc2S1 (stereo unspecified)
37) COCCCn1c(SCC(=O)Nc2cccc(C)n2)nnc1-c1ccco1
38) COc1ccc(C(=O)C[n+]2ccc(C)cc2)cc1
39) COCCNC(=S)N1CCN(Cc2cccc(OC)c2)CC1
40) CC1(NC(=O)Cc2csc(-c3ccc(Cl)cc3)n2)CCS(=O)(=O)C1 (stereo unspecified)

assay / compound	31	32	33	34	35	36	37	38	39	40
CHRM4 agonist	-2	2	0	0	3	3	2	0	2	2
CHRM4 antagonist	4	-5	3	-5	3	0	5	2	2	-1
OXTR potentiator	5	6	-7	2	-9	-2	-14	-6	-15	-3
CHO-K1 Ca antag	-11	-6	-4	-12	-6	-24	-4	0	15	-10
M1 PAM	-6	1	3	5	-3	15	1	8	2	12
CHRM1 agonist	-8	-7	-7	-2	-7	-8	-1	-14	-2	-5
CHO-K1 Ca ag	0.9	0.9	0.2	0.8	1.9	2.5	0.7	0.8	2.6	0.7
CHO parental Ca	-26	-3	-12	-5	0	0	-16	-7	-15	-21
M1 antag	5	-4	-15	-11	2	-16	-10	-5	8	-18

41) COc1ccc(NC(=S)Nc2ccc(N(C)C(C)=O)cc2)cc1
42) O=C(NC1CCCCC1)C(c1ccc(O)cc1)N(CC1CCCO1)C(=O)C1COc2ccccc2O1 (stereo unspecified)
43) CCn1cc(C(=O)NCCCN2CCCC(C)C2)c(=O)c2cc(S(=O)(=O)N3CCOCC3)ccc21 (stereo unspecified)
44) O=C(CCN1C(=O)c2ccccc2C1=O)Nc1ccccc1C(=O)N1CCOCC1
45) C=CCc1c(C)nc2c(C)cccc2c1SC(=N)N
46) Cn1c(=O)[nH]c(=O)c2c1nc(NC1CCCC1)n2Cc1ccccc1
47) O=C(O)Cn1cnc2ccccc2c1=O
48) O=C(NCCCN1CCCCC1)c1ccc2c(c1)NC(=O)C(N1CCCCC1)S2 (stereo unspecified)
49) CCN(CC)CCNC(=O)C(C)c1nn(C)c(=O)c2ccccc12 (stereo unspecified)
50) CC(=O)COc1ccc(-c2csnn2)cc1

assay / compound	41	42	43	44	45	46	47	48	49	50
CHRM4 agonist	1	3	1	1	0	0	1	1	0	2
CHRM4 antagonist	-5	-4	-14	11	11	5	-10	3	16	-1
OXTR potentiator	-3	-7	-4	-4	9	3	0	-9	-9	1
CHO-K1 Ca antag	-3	-8	-13	-1	-8	0	-5	-7	-5	-4
M1 PAM	6	3	-1	8	19	7	9	7	-20	1
CHRM1 agonist	-3	-3	-6	-4	-4	-8	-5	-5	-5	-2
CHO-K1 Ca ag	1.1	2.8	0.8	2.4	1.2	0.2	4.6	0.4	2.5	0.4
CHO parental Ca	3	-6	2	0	-22	-23	-6	0	-10	-2
M1 antag	4	4	4	-10	-25	-14	-5	-8	6	-12

51) COc1ccc(COc2cc(-c3cccc(OC)c3)nc3ccc(NC(=O)c4ccccc4)cc23)cc1
52) COc1ccc(S(=O)(=O)N2CCN(C(=O)COc3ccccc3)CC2)cc1
53) CC1(C(=O)NS(=O)(=O)c2cccc(C#N)c2)CCN1C(=O)C1(c2ccccc2)CC1 (stereo unspecified)
54) Cc1cc2c(=O)[nH]cnc2s1

assay / compound	51	52	53	54
CHRM4 agonist	3	3	1	1
CHRM4 antagonist	-2	3	-26	-2
OXTR potentiator	-3	-5	.	-11
CHO-K1 Ca antag	15	-9	-7	-19
M1 PAM	-16	8	6	11
CHRM1 agonist	-5	-3	0	-2
CHO-K1 Ca ag	-0.2	0.7	0.4	0.4
CHO parental Ca	-5	-6	.	-9
M1 antag	21	-8	-22	-18

Arranged by value in CHRM4 antagonist (rising): 3 of the compounds above
no.	SMILES	CHRM4 agonist	CHRM4 antagonist	M1 PAM	CHRM1 agonist	M1 antag
53	CC1(C(=O)NS(=O)(=O)c2cccc(C#N)c2)CCN1C(=O)C1(c2ccccc2)CC1 (stereo unspecified)	1	-26	6	0	-22
51	COc1ccc(COc2cc(-c3cccc(OC)c3)nc3ccc(NC(=O)c4ccccc4)cc23)cc1	3	-2	-16	-5	21
52	COc1ccc(S(=O)(=O)N2CCN(C(=O)COc3ccccc3)CC2)cc1	3	3	8	-3	-8
